From PubChem BioAssay
A549 tox = kills or reduces viability of A549 cells in Nrf2 counter-screen; AID 504648; Potency, µM (highest dose often 46 µM), for the others: top-dose activity change, negative = cytotoxicity, hits mostly inhibitors; 390,000 tested, 0.16% active; A549 ARE-Fluc cells, CellTiter-Fluor viability, 18-24 h; also: potency is read from the fitted curve at half-maximal effect; % is scaled to controls: 0 for no effect and ±100 for the full control effect
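A549 ARE_Fluc cells in 5% FBS OPTI-MEM were exposed to compounds in concentration-response for 18-24 h at 37 deg C. Viability was read by CellTiter-Fluor fluorescence (Ex 405/Em 525) after 30 min, before the luciferase read.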
Nrf2 ARE act = activators of Nrf2 (ARE) signaling; AREc32 ARE-luciferase reporter (MCF7-derived line), luminescence, 24 h; Potency, µM (top dose mostly 46.1 µM), inactives show top-dose activation, most hits filed as activators; 410,000 tested, 0.31% active; AID 624171; also: potency is read from the fitted curve at half-maximal effect; % of control where 0% means no effect; nearly all actives have a fitted effect of over 65% in size
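Each well held 1000 AREc32 cells, which were incubated with compound for 24 hr at 37 deg C after overnight attachment, and ARE reporter activity was quantified by firefly luciferase luminescence.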
HepG2 viability = kills HepG2 cells in TGF-b inhibitor counter-screen | HepG2 CAGA-GFP viability, ATP luminescence, 18 h | Potency, µM (titrated, usually from 46.1 µM), for the others: at the top dose activity change, negative = cytotoxicity, usual class: cytotoxic | 410,000 tested, 0.76% active; also: potency is read from the fitted curve at half-maximal effect; some results filed as inactive show a strong effect at the top dose
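CellTiter-Glo luminescence gave cytotoxicity after 18 hours at 37 degrees C. The cells were HepG2 CAGA-GFP in 1% FBS DMEM, stimulated with 500 pg/mL TGF-beta after compound addition. %Activity was normalised to no-cell wells (complete cell-killing) and DMSO (no toxicity), and curves were fitted and classified.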
Nrf2 inh = inhibitors of Nrf2 signaling. A549 ARE-Fluc reporter, luciferase luminescence, 18-24 h. Potency, µM (highest dose often 46 µM), without a hit: at the highest dose activity change, negative = inhibition, usual class: inhibitors. 360,000 tested, 2.1% active. AID 504444; also: potency is read from the fitted curve at half-maximal effect; % is scaled to controls: 0 for no effect and ±100 for the full control effect; nearly all actives have a fitted effect of over 60% in size
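Reporter: ARE-Fluc in A549. Exposure: 18-24 h, 37 °C, 5% CO2, 5% FBS OPTI-MEM. Readouts: fluorescent cytotoxicity (CellTiter-Fluor), then luminescent Nrf2 signal after BugLite.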
TGFb inhibitor = inhibitors of TGF-b signaling; AID 588855; Potency, µM (top dose mostly 46.1 µM), for inactives: at the highest dose activity, negative = inhibition, usual class: inhibitors; HepG2 CAGA-GFP TGF-b/SMAD3 reporter, GFP fluorescence, 18 h; TGF-beta stimulated, 500 pg/mL final; 410,000 tested, 1.2% active; also: potency is read from the fitted curve at half-maximal effect; % is scaled to controls: 0 for no effect and ±100 for the full control effect; nearly all actives have a fitted effect of over 65% in size
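TGF-beta reporter screen: HEPG2 CAGA-GFP, 1% FBS, 500 pg/mL TGF-beta final, 18 h; per-cell GFP summed per well; curves fitted and categorized by class.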
pAkt inh = Akt phosphorylation inhibition; Neuro2A IGF-stimulated pAkt S473 HTRF, 20 min; active compounds read low; activity change, % for hits at 50 µM; 360,000 tested, 0.32% active; AID 651550; in the data active = activity change below about -80%; inconclusive = mostly about -51% to -80%; also: % is scaled to controls: 0 for no effect and ±100 for the full control effect
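Neuro2A cells in DMEM with 0.5% FBS, overnight at 37 deg C, given compound at single 50 µM final, then IGF (6 nM final) for 20 min at 37 deg C. Lysed; phospho-Akt Ser473 by HTRF after 24 h, 665/615 ratio.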
ATXN viability = reduces viability in counter-screen for ATXN expression inhibitors; S2 cells (HEK-293 line with an ATXN2-luciferase reporter) viability, CellTiter-Fluor protease fluorescence, 24 h; Potency, µM (series often up to 56.7 µM), most hits filed as cytotoxic; 400,000 tested, 0.49% active; also: potency is read from the fitted curve at half-maximal effect; nearly all actives have a fitted effect of over 40% in size
Mm-Cpn inhibitor = M. maripaludis TRiC chaperonin inhibition; Potency, µM (series often up to 76.9 µM), for the others: top-dose activity, negative = inhibition, hits mostly inhibitors; purified Mm-Cpn ATPase, ADP Transcreener TR-FRET; AID 504842; 330,000 tested, 0.031% active; also: potency is read from the fitted curve at half-maximal effect; % is scaled to controls: 0 for no effect and ±100 for the full control effect; nearly all actives have a fitted effect of over 80% in size
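Eu-cryptate anti-ADP/ADP-d2 competition gives a ratio inversely related to ADP. Enzyme at 25 nM was pre-exposed to compound for 10 min, then given 10 uM ATP for 30 min, 37°C throughout.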
CCT chaperon mod = changes cytosolic chaperonin activity. activity change, % (test concentration not listed), hits read low. purified chaperonin ATPase assay, HTRF ADP detection, 30 min. 360,000 tested, 0.3% active. AID 651819; in the data active = activity change below about -30%; also: % is scaled to controls: 0 for no effect and ±100 for the full control effect
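Nucleotide hydrolysis assay: TRiC at 20–40 nM final (set by batch activity) with 10 uM ATP, 30 min at 37 °C, in presence of 76 uM compound. Detection by competitive ADP HTRF, 30 min ambient.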
Numbers without * were called inactive; i = inactive; ? = inconclusive; . = not tested or not shown; & = joins results of further samples; [ ] = another dose, or the depositor's remark. Unless noted, calls follow the shape of the dose curve; as a rule, active = well fitted curve in the direction sought with a large enough effect; inconclusive = small, poorly fitted or top-dose-only effect, or another doubt; inactive = no such curve, though single readings can be large; an effect the other way counts as inactive or inconclusive. Compounds as they come; overall some 4.4% were active at least once.

Molecule	A549 tox	Nrf2 ARE act	HepG2 viability	Nrf2 inh	TGFb inhibitor	pAkt inh	ATXN viability	Mm-Cpn inhibitor	CCT chaperon mod
Cc1ccc(Nc2cc(C)nc3ccccc23)c(C)c1	-15%	5.5%	-31%	?	?	i	i	.	-0.4
CCc1nnc(NC(=O)CN2CCN(Cc3ccc(C)cc3)CC2)s1	5%	0.3%	-28%	-15%	?	i	i	0%	-1.2
COc1ccc(NC(=O)Cn2nnc(C(=O)NCc3cccs3)c2N)cc1	1%&-3%	-0.4%&-0.2%	-12%&3%	-25%&-4%	?	i	?	0%	-2.8
CCCOc1ccc(C2C(=O)N(C3CCCCCC3)CC(=O)N2Cc2ccccc2OC)cc1OC (stereo not drawn)	0%	-0.8%	-25%	.	?	.	.	.	.
Cc1ccc(CNC(=O)CNS(=O)(=O)c2cccc3nsnc23)cc1	2%	0.4%	-6%	.	1%	i	i	0%	-2.4
C=CC[C@@H](Cc1ccc(F)cc1)C(=O)OC[C@H]1CCCN1C(=O)[C@H](CC=C)CC(=O)N[C@H](CO)Cc1ccccc1	?	2.4%	-33%	23µM*	?	i	?	0%	-0.1
CNC(=O)c1ccsc1NC(=O)c1ccc(S(=O)(=O)N2CCCc3ccccc32)cc1	-10%	-0.5%	-17%	18µM*	?	i	i	28µM*	-0.3
Cc1cccc(NC(=O)c2cccc3c2-c2ccccc2C3=O)n1	-6%	6.5%	-3%	9%	17%	i	i	-4%	-0.7
Cc1cc(NC(=O)c2ccco2)ncc1NC(=O)Cc1ccccc1	-1%	11%	-6%	25%	0%	i	i	1%	-1.6
COC(=O)c1ccc(Cl)cc1NC(=O)N1CCC(CN2CCC(C)CC2)CC1	-5%	0.2%	-93%	-1%	-28%	.	i	.	.
N#C/C(=C\c1ccc(Cl)cc1)c1nc2ncccc2[nH]1	-3%	2.7%	-38%	.	-32%	-105%*	i	-1%	-1.3
CC(C)(C)c1ccc(-c2nnc(SCC(=O)NCC3CCCO3)n2N)cc1 (stereo not drawn)	1%	-0.7%	-7%	10%	-2%	i	i	3%	-1.0

Entries of single compounds from above. Values in the order: A549 tox | Nrf2 ARE act | HepG2 viability | Nrf2 inh | TGFb inhibitor | pAkt inh | ATXN viability | Mm-Cpn inhibitor | CCT chaperon mod
CNC(=O)c1ccsc1NC(=O)c1ccc(S(=O)(=O)N2CCCc3ccccc32)cc1 is listed as -10% | -0.5% | -17% | 18µM* | ? | i | i | 28µM* | -0.3
COc1ccc(NC(=O)Cn2nnc(C(=O)NCc3cccs3)c2N)cc1 is listed as 1%&-3% | -0.4%&-0.2% | -12%&3% | -25%&-4% | ? | i | ? | 0% | -2.8

The list goes on:
Molecule	A549 tox	Nrf2 ARE act	HepG2 viability	Nrf2 inh	TGFb inhibitor	pAkt inh	ATXN viability	Mm-Cpn inhibitor	CCT chaperon mod
O=C(COC(=O)/C=C/c1cccc(Cl)c1)NC(=O)NCc1ccccc1	2%	0.0%	-11%	4%	-18%	i	i	1%	0.1
Cc1ccccc1OCC(=O)OCC(=O)NCc1ccc2c(c1)OCO2	-2%	0.0%	8%	13%	3%	i	i	0%	0.8
COc1ccc(F)cc1S(=O)(=O)N1CCN(C(=O)c2ccco2)CC1	-5%	-0.3%	5%	1%	4%	i	i	-3%	0.9
NC(=O)N/N=C/c1cn(-c2ccccc2)nc1-c1cccnc1	-6%	4.5%	-49%	-14%	14%	i	i	1%	0.9
Cc1ccccc1-c1cc(C(=O)NCc2ccc(OC(F)(F)F)cc2)nn1CC1CC(c2cccc([N+](=O)[O-])c2)=NO1 (stereo not drawn)	6%	0.8%	-16%	-10%	?	i	i	-1%	-1.2
Nc1c(NCCc2ccccc2)c2ccccc2oc1=O	4%	12%	-10%	?	-7%	i	i	-2%	-0.2
O=C(CSCc1nc2c(nnn2Cc2ccc(F)cc2)c(=O)[nH]1)Nc1c(Cl)cc(Cl)cc1Cl	-7%	0.1%	-31%	?	6%	i	i	1%	1.6
O=C(N=C1SC2CS(=O)(=O)CC2N1c1cccc(Cl)c1)C1CCCO1 (stereo not drawn)	1%	1.4%	2%	5%	-2%	i	i	-1%	0.8
N#CCCN(CC(=O)O)S(=O)(=O)c1ccccc1	11%	-0.5%	-1%	2%	0%	i	i	0%	0.6
Cn1c(=O)[nH]c(=O)c2c1nc(NCCc1ccccc1)n2Cc1ccc(F)cc1	-1%	3.8%	-17%	-18%	-14%	.	i	.	.
CCCCN(CC)CCNC(=O)CCC(=O)Nc1ccc2nc(N3CCN(C)CC3)cc(C)c2c1	1%	0.1%	-4%	3%	2%	i	i	-5%	-3.1
CCN(CC)S(=O)(=O)c1ccc(C(=O)OCC(=O)Nc2sc3c(c2C#N)CCCCC3)cc1	-5%	6.2%	6%	12%	-8%	i	i	-9%	-3.6
Cc1cc(C)c2cc(C(=O)Nc3ccccc3)[nH]c2c1	20%	3.1%	-6%	?	10%	i	?	-7%	-2.0
O=S(=O)(Nc1ccc2[nH]ncc2c1)c1ccccc1Cl	3%	0.3%	-13%	-8%	-12%	i	i	0%	0.0
O=C(NCC1CCCO1)c1cc(-c2ccc(F)cc2)no1 (stereo not drawn)	-5%	25%	0%	5%	8%	i	i	0%	0.9
CC1(c2ccc(OC(F)F)cc2)NC(=O)N(CC(=O)NC2CCCCC2)C1=O (stereo not drawn)	10%	-0.8%	-2%	-7%	-28%	i	i	-3%	0.1
CCCCCn1c(=O)[nH]c2cc(C(=O)NC3CCN(Cc4ccccc4)CC3)ccc2c1=O	1%	2.3%	-1%	-13%	-29%	i	i	.	-0.5
O=C(Nc1ccc(Nc2ccccc2)cc1)N1CCOCC1	-14%[1.84 µM]	0.3%	4%	-1%	-16%	i	i	-6%	0.2
CCN(C(=O)CSc1nc(C)nc2sc(C)c(C)c12)C1CCS(=O)(=O)C1 (stereo not drawn)	-8%	-0.2%	-5%	?	-3%	i	i	0%	1.6
COc1ccc(N(CC(=O)N2CCc3ccccc3C2)S(=O)(=O)c2c(C)nn(C)c2C)cc1	7%	0.2%	-4%	-13%	-2%	i	i	1%	1.6
CC1(C2CC2)NC(=O)N(CC(=O)N2CCN(c3ccccc3Cl)CC2)C1=O (stereo not drawn)	6%	0.3%	7%	21%	-10%	i	i	-1%	-1.3
COC(=O)C1C2C=CC3(CN(C(C)c4ccc(OC)cc4)C(=O)C13)O2 (stereo not drawn)	3%	-0.2%	2%	2%	-1%	i	i	-6%	0.6
O=C1CCS/C(=N\N=C\c2ccc(Cl)cc2Cl)N1	2%	0.8%	10%	6%	-1%	i	i	2%	2.8
O=C(COc1ccccc1Cl)N(Cc1cccs1)C1CCS(=O)(=O)C1 (stereo not drawn)	-1%	-0.1%	9%	8%	11%	i	i	1%	0.1
Cc1[nH]c2ccc(Br)cc2c(=O)c1CN1CCCCCC1	13%	2.0%	-7%	8%	-1%	i	i	0%	1.8
CC(=O)N1CCN(C(=O)C2CCN(S(=O)(=O)c3ccccc3C(F)(F)F)CC2)CC1	3%	7.0%	-8%	-16%	-9%	i	i	-3%	0.9
CC(C)c1cc(C(=O)OCC(=O)N2CCN(C(=O)c3ccco3)CC2)c(O)c(C(C)C)c1	1%	0.2%	3%	2%	?	i	i	1%	-0.9
COCC(=O)Nc1nc2n(n1)C(c1ccc(Cl)cc1)CC(c1ccc(OC)cc1)N2 (stereo not drawn)	15%	2.7%	-17%	?	3%	i	.	1%	0.2
CC(C)COc1ccc(C(=O)N(CC(=O)Nc2ccccc2C(F)(F)F)Cc2ccco2)cc1	?	3.2%	-7%	18µM*	-10%	i	i	1%	-1.2
COc1ccc(-c2nc3c(c(=O)c4ccccc4n3C)c(=O)n2Cc2ccccc2)cc1	-4%	-0.4%[9.22 µM]	26%	8%	37%[activator]	i	i	-3%	-6.2
CC(=O)N1CCCc2cc(S(=O)(=O)Nc3ccc(OC(F)(F)F)cc3)ccc21	-14%	6.4%	-20%	.	?	.	i	.	.
COC(=O)[C@H](CC(C)C)NC(=O)NCc1ccc(Cl)cc1	1%	-0.1%	-15%	-3%	-27%	i	i	-1%	2.6
O=C1CCCC2=C1C1c3ccccc3C(=O)N1c1ccc(C(=O)c3ccccc3)cc1N2 (stereo not drawn)	-19%	7.2%	-13%	?	2%	i	?	-1%	-3.0
COCCNC(=S)NNC(=O)c1ccc(-n2cnnn2)cc1	5%	-0.5%	-1%	6%	5%	i	i	-25%	-2.0
COC(=O)CN1C(C)=Nc2ccc(Br)cc2C1c1ccccc1 (stereo not drawn)	9%	-0.5%	-17%	-5%	6%	i	i	2%	1.1
CCOc1ccc(NC(=O)Cn2nnc(C(=O)NCc3cccs3)c2N)cc1	3%&-3%	-0.1%&-0.4%	1%&-13%	4%&1%	21%&-4%	i	i	1%	-1.3
Nc1c(C(=O)O)cnc2nc(N3CCOCC3)nn12	1%	0.7%	-2%	-7%	-15%	i	i	-12%	2.2
COc1ccc(C=NOCC(=O)OCC(=O)Nc2ccc(OC)cc2)cc1	2%	-0.6%	-3%	19%	3%	i	i	1%	-2.6
CCC(C(=O)Nc1nnc2n1CCS2)c1ccccc1 (stereo not drawn)	6%	-0.2%	2%	.	-1%	.	i	.	.
